# Bioassay records: PubChem, NCI
# All columns: NCI-60 one-dose screen, growth in % after 48 h at 10 µM unless noted; 100 = growth as untreated, 0 = no growth, -100 = all killed.
# SN12C = SN12C renal cancer cells | 81,000 compounds, 3.8% hits | AID 1794767
# TK-10 = TK-10 renal cancer cells; 81,000 compounds, 3.9% hits; AID 1794769
# A498 = A498 renal cancer cells; 76,000 compounds, 5.4% hits
# RXF 393 = RXF 393 renal cancer cells | 77,000 compounds, 6.9% hits | AID 1794773
# 786-0 = 786-0 renal cancer cells; 81,000 compounds, 5.1% hits; AID 1794775
# ACHN = ACHN renal cancer. AID 1794771. 81,000 compounds, 4.9% hits
# CAKI-1 = CAKI-1 renal cancer; 75,000 compounds, 4.7% hits
# UO-31 = UO-31 renal cancer; 81,000 compounds, 5.2% hits
# PC-3 = PC-3 prostate cancer cells | 80,000 compounds, 3.9% hits | AID 1794754
# The depositor's hits bear a star; nt = not tested or not shown; & = joins results of further samples. How the source made its calls: active means growth percent below 10; inactive means the rest.
# The opening 11 records (preview)
cpd	Compound	A498	UO-31	786-0	SN12C	TK-10	PC-3	ACHN	RXF 393	CAKI-1
1	COc1ccc(/C=C2\CCCC3C2=NNC3c2ccc(OC)cc2)cc1 (configuration not stated)	93&89	99&102	99&91	99&102	98&102	91&100	104&111	107	93&92
2	COc1cccc(-c2nn(-c3ccccc3)cc2-c2ccnc(N3CCN(C(=O)c4ccccc4)CC3)c2)c1	67	72	102	88	127	47	93	96	86
3	CCCCCCCCn1ccc2cc(NC(=O)Cn3cc(-c4ccccc4)nn3)ccc21	103	84	98	102	107	93	109	113	99
4	CC1=NC2=CC=CC3=NC(C(Cl)(Cl)Cl)=NC(=N1)N23	82	63	89	87	112	86	61	38	61
5	Cc1oc2nc[nH]c(=O)c2c1C(=O)/C=C/c1ccc(F)cc1	94	62	97	83	132	76	67	nt	49
6	CC(=O)Nc1cccc(OCCCOc2ccc([N+](=O)[O-])cc2)c1	97	74	85	100	93	99	94	110	111
7	O=C1C(Nc2ccccc2)=CC(c2ccccc2)N1c1ccccc1 (configuration not stated)	124	98	89	106	103	90	85	100	88
8	COC(=O)CCCCCc1ccc(Cc2ccc(CCCCCC(=O)OC)cc2)cc1	113	73	95	106	96	102	97	115	102
9	CC(S)C(=O)NCC(=O)O (configuration not stated)	81	90	104	97	104	97	101	107	90
10	Clc1ccc(/C=N/c2nnc(-c3ccc(Cl)cc3)o2)cc1	72	89	95	99	98	95	99	110	88
11	Cc1ccc(-c2nn(-c3ccccc3)cc2/C=C/C(=O)c2cc3ccccc3oc2=O)cc1	111	72	104	83	115	90	89	105	66

# The whole of this part, repeating the preview:
cpd	Compound	A498	UO-31	786-0	SN12C	TK-10	PC-3	ACHN	RXF 393	CAKI-1
1	COc1ccc(/C=C2\CCCC3C2=NNC3c2ccc(OC)cc2)cc1 (configuration not stated)	93&89	99&102	99&91	99&102	98&102	91&100	104&111	107	93&92
2	COc1cccc(-c2nn(-c3ccccc3)cc2-c2ccnc(N3CCN(C(=O)c4ccccc4)CC3)c2)c1	67	72	102	88	127	47	93	96	86
3	CCCCCCCCn1ccc2cc(NC(=O)Cn3cc(-c4ccccc4)nn3)ccc21	103	84	98	102	107	93	109	113	99
4	CC1=NC2=CC=CC3=NC(C(Cl)(Cl)Cl)=NC(=N1)N23	82	63	89	87	112	86	61	38	61
5	Cc1oc2nc[nH]c(=O)c2c1C(=O)/C=C/c1ccc(F)cc1	94	62	97	83	132	76	67	nt	49
6	CC(=O)Nc1cccc(OCCCOc2ccc([N+](=O)[O-])cc2)c1	97	74	85	100	93	99	94	110	111
7	O=C1C(Nc2ccccc2)=CC(c2ccccc2)N1c1ccccc1 (configuration not stated)	124	98	89	106	103	90	85	100	88
8	COC(=O)CCCCCc1ccc(Cc2ccc(CCCCCC(=O)OC)cc2)cc1	113	73	95	106	96	102	97	115	102
9	CC(S)C(=O)NCC(=O)O (configuration not stated)	81	90	104	97	104	97	101	107	90
10	Clc1ccc(/C=N/c2nnc(-c3ccc(Cl)cc3)o2)cc1	72	89	95	99	98	95	99	110	88
11	Cc1ccc(-c2nn(-c3ccccc3)cc2/C=C/C(=O)c2cc3ccccc3oc2=O)cc1	111	72	104	83	115	90	89	105	66
12	O/N=C\c1ccc(Cl)cc1	82	90	110	104	109	94	110	123	94
13	O=[N+]([O-])c1ccc(Br)c(Br)c1	nt	116	106	107	110	95	108	89	103
14	O=C(CSc1nccc(Nc2ccc(N3CCOCC3)cc2)n1)c1ccc(F)cc1	64	73	87	80	96	73	76	57	59
15	O=C1CCC(Nc2ccc3cccc(O)c3n2)N1 (configuration not stated)	nt	96	96	108	100	98	103	121	98
16	COC1C/C(=N\OC(C)=O)C2OC(c3ccccc3)OCC2O1 (configuration not stated)	96	75	108	106	106	107	114	100	95
17	COc1ccc2c(c1)CC[C@@H]1[C@@H]2CC[C@]2(C)C=CC[C@@H]12	nt	105	101	112	129	91	107	136	nt
18	Cc1cc(=O)oc2cc(OCCn3c(C)nn(-c4ccc(Cl)cc4)c3=O)ccc12	26	43	33	52	60	48	42	37	19
19	COc1cc(Cc2ccc(O)c(OC)c2)ccc1O	104	86	99	96	101	90	114	103	nt
20	Cc1ccccc1NC(=O)N(O)C1(C#N)CCCCC1	nt	105	106	107	121	112	100	130	88
21	Nc1cccc2c(O)cccc12	84	68	95	92	115	73	81	99	97
22	COc1ccc(/C=C/C(=O)Nc2ccc3oc(=O)ccc3c2)cc1	98	95	96	102	97	98	107	106	102
23	Nc1ncn([C@@H]2O[C@H](CO)[C@@H](O)C2(F)F)c(=O)n1	38	39	26	52	91	64	7.3*	45	28
24	Cc1cc(N2CCCCC2)nc(N2CCN(CC(=O)Nc3ccc4c(ccn4C)c3)CC2)n1	93	96	88	100	108	83	109	66	96
25	C=CCn1c(-c2ccc(/C=C/c3ccc(-c4nc5ccccc5[nH]4)cc3)cc2)nc2ccccc21	103	90	105	98	123	91	91	111	90
26	COC(=O)C(c1ccccc1)C(Br)C(=O)c1ccccc1 (configuration not stated)	117	93	95	96	105	104	105	114	nt
27	Oc1cccc(-c2nc(-c3nn(CN4CCCCC4)c(=S)o3)cc3c2[nH]c2ccccc23)c1	91	86	103	84	104	91	92	115	96
28	CC(Oc1ccc(C(C)(C)C)cc1)C(=O)O (configuration not stated)	92	87	75	116	110	106	100	97	81
29	COc1ccc(/C=N/NC(=O)c2[nH]c3ccc(Br)cc3c2-c2ccccc2)s1	nt	45	11	50	122	31	27	81	24
30	O=C(Nc1ccc(Nc2ccccc2)cc1)Nc1ccccc1Cl	80	104	92	95	112	nt	101	61	79
31	NC1CCN(Cc2ccccc2)CC1	109	95	100	110	103	96	108	130	98
32	O=C(Cc1cccc(OC(F)(F)F)c1)Nc1ccc(CCCCc2nnc(NC(=O)Cc3ccccn3)s2)nn1	21	45	46	68	65	18	70	52	70
33	COc1cc2c(c(OC)c1C(=O)CC(O)c1ccccc1)C=CC(C)(C)O2 (configuration not stated)	106	85	100	94	113	92	98	101	93
34	O=C(Oc1ccc(NC(=O)c2cc3c(cc2Br)OCO3)cc1)c1ccccc1	129	92	99	98	125	nt	99	132	111
35	O=Cc1ccccc1OCc1cn(CC(=O)Nc2nc3ccccc3s2)nn1	116	73	101	98	104	98	101	121	91
36	O=C(/C=C/c1ccccc1)CC(c1ccccc1)N1CCOCC1 (configuration not stated)	nt	61	4.1*	95	77	89	88	102	103
37	COc1ccccc1NC(=O)Nc1cccc(C(F)(F)F)c1	47	87	101	86	107	69	94	85	91
38	C/C=C/C(=O)OCCc1ccccc1	108	80	104	108	113	99	110	121	nt
39	Fc1ccc(Nc2ccnc3[nH]c4ccc(Br)cc4c23)cc1Cl	72	64	86	75	73	78	63	94	75
40	CCOC(=O)C(C(C)=O)c1ccc([N+](=O)[O-])cc1[N+](=O)[O-] (configuration not stated)	nt	110	98	110	104	88	106	110	nt
41	CCCCCCCc1n(Cc2ccc3ccccc3c2)c2ccccc2[n+]1Cc1ccc2ccccc2c1	-93*	-88*	-65*	-80*	-87*	-89*	-87*	-72*	nt
42	COc1ccc2c(c1OC)C(CC(C)=O)N1CCc3cc4c(cc3C1C2=O)OCO4 (configuration not stated)	107	93	111	94	109	93	103	97	93
43	O=c1c2cc3ccncc3n2c(=O)c2cc3ccccc3n12	105	76	100	97	124	97	101	105	94
44	COc1ccc(CCN(CCC#N)C(=O)C(Cl)Cl)cc1	97	96	108	106	107	98	107	115	94
45	O=c1sc2ncnc3ncn1c32	101	53	35	85	27	76	80	nt	43
46	COc1ccc(-c2nc(-c3cc(OC)cc(OC)c3)[nH]c2-c2ccc(OC)cc2)cc1	66	36	64	71	62	28	41	54	44
47	CCCCCCN(CCCCCC)CC(O)c1ccc2cc(Br)c3ccccc3c2c1 (configuration not stated)	73	65	88	87	88	76	87	76	73
48	COc1cc(/C=C\c2cc(/C=C\c3ccc(O)c(OC)c3)n(C(=O)CNc3ccc(F)c(Cl)c3)n2)ccc1O	97	71	86	77	101	72	85	99	71
49	CCOC(=O)CSC1=Nc2c(c(-c3ccccc3)cn2-c2ccc(C)cc2)C2=NCCN12	nt	65	95	94	143	83	93	102	57
50	CCCCCCCCCCCCCCCc1cc(O)ccc1[N+](=O)[O-]	98	59	98	76	112	59	92	95	73

# The results go on.
cpd	Compound	A498	UO-31	786-0	SN12C	TK-10	PC-3	ACHN	RXF 393	CAKI-1
51	COc1ccc(/C=N/NC(=O)c2ncc[nH]2)c(OC)c1OC	107	96	102	102	100	95	105	120	94
52	Oc1c(C(Nc2ccccc2Br)c2ccccc2)ccc2cccnc12 (configuration not stated)	48	17	6.9*	25	30	49	13	38	13
53	O=S(=O)(O)c1ccc(O)c(C2CCCCC2)c1	66	91	91	105	95	98	105	105	94
54	CC12CCC(=O)N1CCc1cncn12 (configuration not stated)	111	98	105	97	96	102	111	96	99
55	CCCn1nc(C(=O)N2CCCCC2)c2c1CCC(Nc1ccc(Oc3ccccc3)cc1)C2 (configuration not stated)	84	75	84	93	110	87	80	111	91
56	Clc1ccc2c(N3CCCC3)ccnc2c1	96	50	91	89	107	74	76	97	78
57	OCCN1CCN(CCCN2c3ccccc3CCc3ccccc32)CC1	89	73	100	94	85	84	98	85	74
58	N#C/C(=C\c1ccc([N+](=O)[O-])cc1)C(=O)c1ccccc1	102	95	105	99	115	97	112	108	101
59	C=C1C(=O)O[C@H]2[C@H]1CC/C(Cn1cc(CCC)nn1)=C\CC[C@@]1(C)O[C@@H]21	39	0.9*	3.7*	23	-16*	64	-0.5*	-70*	5.3*
60	COc1c(Cl)ccc(-c2cn(COCc3ccccc3)c3c(OC)ncnc23)c1F	61	91	106	101	110	97	111	116	101
61	CCn1cc(C(=O)O)c(=O)c2cc(F)c(N3CCN(C(=O)CSc4nc(-c5ccc(C)cc5)c(C#N)c(=O)[nH]4)CC3)cc21	112	99	95	108	94	87	102	111	95
62	c1ccc(COc2ccc(Nc3ncnc4onc(-c5ccccc5)c34)cc2)cc1	79	85	96	92	91	93	103	101	90
63	C=C1C(=O)O[C@H]2[C@H]1CC/C(COC(=O)CSCC(=O)OC/C1=C/CC[C@@]3(C)O[C@H]3[C@H]3OC(=O)C(=C)[C@@H]3CC1)=C\CC[C@@]1(C)O[C@@H]21	81	3.4*	7.5*	22	9.8*	47	2.3*	-86*	76
64	CCCCCN(CCCCC)CCCNc1c2c(nc3ccc(Cl)cc13)CCCC2	38	nt	nt	50	32	42	41	57	27
65	CC(C)=CCN	105	103	100	97	101	102	103	97	nt
66	O=C(O)CCCN1C(=O)/C(=C/c2ccc(Cl)cc2)SC1=S	103	81	104	98	117	95	102	104	101
67	COC(=O)C(C)CNCCc1ccccc1 (configuration not stated)	82	88	101	101	98	94	113	103	nt
68	O=C1c2ccccc2C(=O)N1c1ccc([N+](=O)[O-])cc1	97	83	99	104	93	98	98	123	93
69	NS(=O)(=O)c1ccc(CCN2C(=O)/C(=C\c3ccc(Br)cc3)C=C2c2ccc(Cl)cc2)cc1	77	65	98	93	97	82	94	97	67
70	OCCn1cc(-c2nc(-c3c[nH]c4ncccc34)cs2)c2ccccc21	35	38	95	80	83	62	69	82	74
71	OC(c1cc2cc(Cl)ccc2c2cc(C(F)(F)F)ccc12)C1CCCCN1 (configuration not stated)	27	-88*	-67*	-63*	-96*	-83*	-78*	-95*	-74*
72	Cc1nonc1C(=O)N1CCC[C@H](C(=O)c2ccc3c4c(cccc24)CC3)C1	58	93	83	105	118	92	105	100	81
73	CCOC(=O)C1=C(N)N(c2ccccc2)C2=C(C(=O)CC(C)(C)C2)C1c1ccc(OC)cc1 (configuration not stated)	121	93	89	96	106	82	97	98	78
74	Cc1[nH]c(/C=C/C(=O)c2ccc(C(F)(F)F)c(F)c2)c(C)c1C(=O)NC(C)(C)C	88	96	92	84	120	82	82	88	89
75	Cc1c(C(=O)N=Nc2c(O)[nH]c3ccccc23)oc2ccccc12	nt	62	102	86	175	92	91	106	74
76	C=C1CCC2C3(C)COC(c4cccs4)OC3CCC2(C)C1CC(NCc1ccccc1)C1=CCOC1=O (configuration not stated)	117	53	90	81	88	35	86	91	55
77	COc1ccc(/C=N/NC(=O)c2c(N)nn(C)c2Nc2ccccc2)cc1OC	93	84	105	100	101	95	102	114	94
78	Cc1cccc(C)c1NC(=O)CCl	104	95	107	102	107	90	110	111	nt
79	CC1=NN(c2nc3ccccc3nc2Cl)C(=O)C1	nt	86	105	104	114	99	104	110	95
80	C[C@H](NC(=O)c1c(N)nn2cccnc12)c1cc2cccc(C#Cc3cnn(C)c3)c2c(=O)n1-c1ccccc1	-24*	11	19	41	-10.0*	19	21	-16*	21
81	O=C(O)C(=Cc1ccc(-c2ccccc2)cc1)C(=O)O	113	85	101	112	115	98	103	112	84
82	CN(C)S(=O)(=O)c1cccc(C(=O)Nc2sc3c(c2C(N)=O)CCC3)c1	106	86	97	97	117	94	106	25	112
83	CCOC(=O)/C(CC)=N\O	nt	88	96	102	95	95	120	96	99
84	Cc1cc2nc(CC(=O)c3ccc4ccccc4c3)c(=O)[nH]c2cc1C	121	nt	94	91	147	81	94	96	81
85	CC(C)C1C(=O)OC1C(=O)N[C@H](C(=O)N[C@H](C(=O)O)C(C)C)C(C)C (some centres not stated)	nt	84	100	105	95	94	93	98	95
86	c1ccc(Cn2c(SCCc3c[nH]c4ccccc34)nnc2-c2ccncc2)cc1	109	68	105	109	114	91	101	111	86
